Giardia FBPA inh: blocks Giardia fructose-bisphosphate aldolase activity; A8B2U2; purified Giardia FBPA; Potency, µM (highest dose often 59.6 µM), for inactives: at the top dose activity, negative = inhibition, actives largely listed as inhibitors; hit rate 0.71% among 290,000; AID 2451; further: potency means the concentration at half of the fitted maximal effect; on the % scale 0 is the no-effect control and ±100 the full control effect; nearly all actives have a fitted effect of over 55% in size
Target sequence (A8B2U2 whole entry, looked up): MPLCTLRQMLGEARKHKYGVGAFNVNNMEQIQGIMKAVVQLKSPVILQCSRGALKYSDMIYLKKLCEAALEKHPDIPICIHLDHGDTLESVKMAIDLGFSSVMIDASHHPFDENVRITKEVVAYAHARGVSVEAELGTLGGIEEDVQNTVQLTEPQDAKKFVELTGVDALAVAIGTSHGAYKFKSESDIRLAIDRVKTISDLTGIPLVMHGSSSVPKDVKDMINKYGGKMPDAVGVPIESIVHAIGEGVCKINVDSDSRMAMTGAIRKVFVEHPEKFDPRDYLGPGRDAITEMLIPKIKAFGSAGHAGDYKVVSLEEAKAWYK
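40 nM FBPA preincubated 10 min at RT with compound (up to 57.5 uM final), then substrate plus GAPDH/TPI/NAD/arsenate coupling and diaphorase/resazurin added. Fluorescence read after 20 min at RT, 525/598 nm.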
Pf growth 48h: inhibits P. falciparum growth in the first generation, 48 h; hit rate 5.9% among 310,000; P. falciparum luciferase growth in erythrocytes, 48 h; AID 504832; Potency, µM (titrated, usually from 28.7 µM), for inactives: top-dose activity change, negative = inhibition, usual class: inhibitors; further: potency means the concentration at half of the fitted maximal effect; on the % scale 0 is the no-effect control and ±100 the full control effect
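Luminescence readout; reporter = integrated firefly luciferase in P. falciparum. RBC culture at 2% hematocrit, 0.1% parasitemia final, 37 C/5% CO2; decreased signal taken as growth inhibition.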
Pf growth 96h: P. falciparum growth inhibition at 96 hour, primary screen for plastid delayed-death inhibitors. P. falciparum luciferase reporter growth, 96 h. Potency, µM (top dose mostly 28.7 µM), inactives show at the highest dose activity change, negative = inhibition, most hits filed as inhibitors. hit rate 6.9% among 320,000. AID 504834; further: potency means the concentration at half of the fitted maximal effect; on the % scale 0 is the no-effect control and ±100 the full control effect
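Two parasite generations (96 h, 37 C, 5% CO2) of compound exposure in infected erythrocytes (0.05% parasitemia, 2% hematocrit). Luciferase-reporter P. falciparum; decreased luminescence indicates inhibited growth, aimed at apicoplast-acting delayed death.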
Sm TGR block: inhibitors of Schistosoma mansoni thioredoxin glutathione reductase | Potency, µM (highest dose often 114 µM), without a hit: at the highest dose activity change, negative = inhibition, most hits filed as inhibitors | purified TGR, DTNB reduction, TNB absorbance 405 nm | hit rate 3% among 360,000 | Q962Y6; further: potency means the concentration at half of the fitted maximal effect; on the % scale 0 is the no-effect control and ±100 the full control effect; nearly all actives have a fitted effect of over 60% in size
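First, TGR (20 nM dispensed) and NADPH were mixed with compound. Second, a 15 min room-temperature incubation followed. Third, further NADPH and then DTNB were added to start the reaction. Finally, TNB absorbance was monitored kinetically.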
CHX counter: counter-screen hit for Shiga toxin inhibitors, cycloheximide. cell reporter, cycloheximide protein synthesis inhibition counterscreen. AID 2314. max response, %. hit rate 12% among 300,000; in the data active means max response mostly above about 13%, no sharp cut-off; inactive means mostly below about 14%; further: read at 38.3 µM for the half of the compounds with a filed dose; 0% is about no effect
Shiga toxin inh: inhibitors of Shiga toxin in Vero cells; Vero cells, Shiga toxin protein synthesis inhibition reporter; AID 2315; hit rate 9.2% among 290,000; inhibition, % at 38.7 µM; in the data active means inhibition mostly above about 28%, no sharp cut-off; inactive means mostly below about 43%; further: 0% is about no effect
An asterisk follows results filed as active; u = inconclusive; x = no result given; [ ] = dose if it differs, or a comment. Unless noted, the call rests on the fitted dose curve; in most records, active means well fitted curve in the direction sought with a large enough effect; inconclusive means small, poorly fitted or top-dose-only effect, or another doubt; inactive means no such curve, though single readings can be large; an effect the other way counts as inactive or inconclusive.

Screens in order – Giardia FBPA inh	Pf growth 48h	Pf growth 96h	Sm TGR block	CHX counter	Shiga toxin inh
Cc1ccccc1N(C(=O)Cc1c[nH]c2ccccc12)C(C(=O)NC1CCCCC1)c1ccco1 (stereo not drawn)
→ 2%	u	-4%	-1%	-4	22
COc1ccc(NC(=S)N2C3CCC2CC(NC(=O)NC24CC5CC(CC(C5)C2)C4)C3)c(OC)c1 (stereo not drawn)
→ 14%	u	u	-9%	0	-2
O=C(NC1CCCCC1)N1CCC(c2nc(-c3ccc(S(=O)(=O)N4CCCC4)cc3)no2)CC1
→ 1%	u	4%	-25%	-3	-16
O=C(CCS(=O)(=O)Cc1ccccc1F)NCCc1ccc(Cl)cc1
→ -5%	40%	-7%	-7%	1	-6
CCOc1ccc(Br)cc1S(=O)(=O)Nc1ccc(Cl)c(S(=O)(=O)N(C)C)c1
→ -6%	0%	u	0%	-1	-6
Cc1cc(C(=O)CSc2nc(N)cc(N)n2)c(C)n1C1CC1
→ u	-31%	u	-31%	1	28
Cc1cccc(-n2cc(C(=O)O)c(=O)cc2C)c1
→ -18%	1%	10%	4%	-3	26
CCCCC(C(=O)O)C(C)CC(=O)NNC(=O)c1ccco1 (stereo not drawn)
→ 1%	-21%	4%	16%	-1	-13
O=C(Nc1cccc(C(=O)Nc2ccc(Cl)cn2)c1)c1ccccc1
→ 5%	20%	u	-5%	10	58
Cc1ccccc1OCC(=O)N/N=C/c1cccn1C
→ 3%	u	1%	-4%	-3	-4
CCN(Cc1ccccc1)S(=O)(=O)c1cc(C(=O)O)ccc1OC
→ u	28%	44%[activator]	-11%	-3	-8
CC(C)NC(=O)CSc1nnc(-c2ccco2)n1N
→ -1%	18%	x	2%	9	-3
CCOc1ccc(-c2cc(C(=O)NN=C3CCN(C)CC3)[nH]n2)cc1
→ 2%	1%	20%	-5%	25*	60*
CC(=O)c1cccc(NC(=O)c2csc(-n3nc(C)cc3C(F)(F)F)n2)c1
→ 0%	u	u	-13%	-5	-14
O=C(NCC(=O)N(CCN1CCOCC1)C(C(=O)NC1CCCC1)c1cccs1)c1ccco1 (stereo not drawn)
→ 10%	2%	12%	4%	7	5
CCC(Sc1nc(C)cc(=O)[nH]1)C(=O)Nc1nc(-c2ccccc2)cs1 (stereo not drawn)
→ 5%	-9%	x	-36%	31*	83
COc1ccc(COC(=O)c2sc3nc4n(c(=O)c3c2C)CCC4)cc1
→ x	9.3µM*	u	-7%	x	x
CC1CCCN(C(=O)Nc2cccc(NC(=O)N3CCCC(C)C3C)c2)C1C (stereo not drawn)
→ -20%	-16%	62%[activator]	u	-1	37
O=C(/C=C/c1ccco1)OCn1nnc2ccccc2c1=O
→ 2%	9%	33%[activator]	22µM*	1	-3
COc1cccc(-c2coc3cc4oc(=O)c(CCC(=O)O)c(C)c4cc23)c1
→ -3%	-38%	2%	0%	-1	-5
COC(=O)C(O)(c1ccc(NC(=O)c2cccs2)cc1)C(F)(F)F (stereo not drawn)
→ -11%	75%[activator]	74%[activator]	15%	33*	72*
Cc1ccc(NC(=O)CS(=O)Cc2nc(-c3ccc(C)cc3)oc2C)cc1 (stereo not drawn)
→ 5%	x	-51%	-23%	2	25
COc1ccccc1N1CCN(C(=O)CCc2nnc3ccc(N4CCC(C)CC4)nn23)CC1
→ 2%	10µM*	-19%	-21%	-2	-8
Cc1ccc(C(=O)Nc2nnc(-c3cccs3)s2)cc1C
→ 0%	179%[activator]	290%[activator]	3%	14	31
COc1ccc(OC)c(NC(=O)C2CCCN2S(=O)(=O)c2cccc3nsnc23)c1 (stereo not drawn)
→ x	0%	13µM*	-8%	12	-4
COc1ccc(CNS(=O)(=O)c2ccc(NC(=O)N3CCCCC3)cc2)cc1
→ 2%	-6%	-9%	-18%	2	2
COc1ccc(OCc2cc(C(=O)NC(C)Cc3cnccn3)no2)c(Cl)c1 (stereo not drawn)
→ 0%	-3%	u	-8%	31*	72*
Cc1ccccc1C(=O)c1cccn1CC(=O)NCC(C)c1ccccc1 (stereo not drawn)
→ -2%	15%	-14%	-9%	-4	-4
Cc1cccc(CN2CCN(Cc3cnn(-c4ccccc4F)c3)CC2CCO)n1 (stereo not drawn)
→ -6%	u	u	-31%	4	27
NC(=O)C1CC(=O)N(Cc2ccc3c(c2)OCO3)C(=Nc2ccccc2)S1 (stereo not drawn)
→ -5%	-20%	15µM*	-13%	-5	-16
COc1ccc(N(CC(=O)N2CCN(c3ccccc3F)CC2)S(=O)(=O)c2ccc(C)cc2)cc1
→ 4%	u	31%[activator]	3%	-5	-12
Cc1ccc(CN2CCS(=O)(=O)CC2)o1
→ 3%	-7%	u	u	-2	-2
C=CCn1nnnc1-c1cccc(Cl)c1
→ 4%	16%	32%[activator]	-1%	1	18
S=C(Nc1ccc(Br)cc1)NC1CCCCC1
→ 0%	26%	9%	-2%	51*	67*
CC(COc1ccccc1)N1CCC(CO)(CCc2ccccc2)CC1 (stereo not drawn)
→ 3%	u	u	x	-4	-20
CCCc1ccc(S(=O)(=O)N(C)S(=O)(=O)c2ccc(F)cc2)cc1
→ 5%	u	u	3%	-3	13
COc1ccc(CNC(=O)c2ccc(S(=O)(=O)N3CCCC3)cc2)cc1OC
→ 2%	x	u	1%	-4	-18
O=C(COC(=O)[C@@H]1CCCN1S(=O)(=O)c1ccc(Cl)cc1)NCC(F)(F)F
→ 5%	-3%	34%[activator]	6%	-2	-6
COc1ccc(C(=O)CSc2nc(C)cc(C)n2)cc1[N+](=O)[O-]
→ 22%	4%	-5%	-4%	-4	39
COc1ccc2nc(NC(=O)c3ccoc3C)sc2c1
→ 5%	71%[activator]	7%	2%	48*	38*
Cn1c(O)c(/C=N/c2ncccn2)c(=O)n(C)c1=O
→ -11%	x	-14%	9%	7	-7
COc1ccc(-c2noc(=O)[nH]2)cc1
→ -1%	10%	u	10%	-6	-15
O=C(NC(=S)N(Cc1ccccc1)c1ccccn1)C1CCCCC1
→ -5%	25%	-4%	5%	8	9
O=C(Nc1cccc(-c2csc(Nc3ccc(Cl)cc3)n2)c1)c1cc([N+](=O)[O-])cc(C(F)(F)F)c1
→ 3%	1.7µM*	2.1µM*	6%	4	4
COc1cccc2cc(C(=O)NCCc3ccccc3)oc12
→ x	8.3µM*	32%[activator]	-8%	-9	-22
COc1cccc(C(=O)Nc2nnc(SCC(=O)Nc3ccc(NC(C)=O)cc3)s2)c1
→ x	67%[activator]	134%[activator]	7%	14	31
COC(=O)C1=C(C)Nc2c(c(=O)n(C)c(=O)n2C)C1c1cccnc1 (stereo not drawn)
→ -1%	1%	-5%	-2%	-1	0
Cc1cc(NC(=O)c2cc3ccccc3o2)ccc1NC(=O)c1ccccc1
→ -9%	16%	-24%	9%	13*	53
COC(=O)Cc1ccc(NC(=S)NC(C)(C)C)cc1
→ -1%	29%	45%[activator]	8%	9	28
CCC1CCCCN1CCCNC(=O)CCC(=O)N1CCOc2ccccc21 (stereo not drawn)
→ 5%	16%	-23%	0%	3	4
CN(C)Cc1cc(O)c(CN(C)C)cc1O
→ u	-16%	32%[activator]	2.5µM*	-2	-5
CCn1c(CC(=O)Nc2ccc(F)cc2)nnc1SCC(=O)Nc1nncs1
→ -1%	2%	4%	9%	-4	-14
CCOC(=O)c1cc2c(nc1N)CCCC2
→ 2%	8%	-5%	16%	10	20
COC(=O)c1ccc(CN(C(C)=O)c2ccccc2)o1
→ 3%	-5%	38%[activator]	u	1	3
COc1ccc(C(=O)OCCOc2cccc(Cl)c2)cc1S(=O)(=O)N1CCOCC1
→ x	0%	31%[activator]	-8%	-1	4
C=CCn1c(O)c(/C(C)=N/N2CCCCCC2)c(=O)[nH]c1=O
→ -1%	7%	-17%	9%	1	12
COc1ccc2c(c1)[nH]c1c(=O)n(/N=C/c3ccc(OC)c(CN4CCCCC4)c3)cnc12
→ 0%	u	u	-5%	-1	-9
O=C(Nc1cccnc1Cl)c1noc2c1CCc1ccccc1-2
→ -1%	396%[activator]	4%	5%	34*	92*
O=C1OCCC1Sc1nnc(-c2ccc(Br)cc2)o1 (stereo not drawn)
→ 2%	48%[activator]	x	-8%	-4	-5
COc1ccccc1CN1CCNC(=O)C1CC(=O)NCC1CCOCC1 (stereo not drawn)
→ x	-1%	9.3µM*	-32%	5	-7

(list continues)
Screens in order – Giardia FBPA inh	Pf growth 48h	Pf growth 96h	Sm TGR block	CHX counter	Shiga toxin inh
CSc1nnc(-c2ccc(C(F)(F)F)nc2C)o1
→ 4%	15%	40%[activator]	9%	8	-4
O=C(NCCN1CCOCC1)C(=O)NCC1OCCCN1S(=O)(=O)c1cc(F)ccc1F (stereo not drawn)
→ x	31%[activator]	62%[activator]	-22%	-3	-13
Cc1sc2ncnc(N/N=C/c3cccc(O)c3)c2c1C
→ -22%	64%[activator]	35%[activator]	1%	42*	29*
c1cc[n+]2c(c1)-c1cccc[n+]1CC2
→ -21%	x	x	x	4	8
COc1ccc(NC(=O)COc2coc(CN3CCc4ccccc4C3)cc2=O)cc1
→ x	-16%	13µM*	-7%	x	x
COc1ccc(Cn2c3ccc(OC)cc3c3nc4ccccc4nc32)cc1
→ 1%	6%	-2%	-1%	-1	-15
Cc1cc(NC(=O)CCSc2ccc(Cl)cc2)no1
→ 7%	-19%	10%	x	7	31
COC(=O)C1=C(O)/C(=C\c2ccc(OCC(=O)Nc3ccc(OC)cc3)cc2)N=C1C
→ x	u	u	-11%	-1	-7
O=C(CN1CCCN(S(=O)(=O)c2ccc(F)cc2)CC1)Nc1c(Cl)cccc1Cl
→ 1%	8%	5%	-28%	-4	-8
CCN(CC)S(=O)(=O)c1ccc(C)c(C)c1
→ 3%	x	u	2%	-3	-23
COC(=O)c1cccc(NS(=O)(=O)c2ccc(OC)c(OC)c2)c1C
→ 19%	x	u	-4%	0	0
Nc1n[nH]c(-c2ccccc2[N+](=O)[O-])n1
→ 0%	12%	-29%	-5%	1	-2
C[C@@H](CNC1CCCCC1)OC(=O)c1ccccc1
→ 1%[21.7 µM]	2µM*	2.6µM*	x	x	x
Cc1ccc(Nc2nnc(SCc3ccccc3)s2)cc1
→ -23%	-9%	u	-1%	25*	78*
CC(C)CCN1CCN(Cc2cn[nH]c2C2CCCCC2)CC1CCO (stereo not drawn)
→ 4%	-3%	1%	x	-3	2
Nc1cc(=O)[nH]c(SCc2ccc(Cl)cc2)n1
→ 0%	u	-1%	-16%	-1	33

An excerpt from above in order of molar mass, ascending.
Screens in order – Giardia FBPA inh	Pf growth 48h	Pf growth 96h	Sm TGR block	CHX counter	Shiga toxin inh
Nc1n[nH]c(-c2ccccc2[N+](=O)[O-])n1
→ 0%	12%	-29%	-5%	1	-2
C[C@@H](CNC1CCCCC1)OC(=O)c1ccccc1
→ 1%[21.7 µM]	2µM*	2.6µM*	x	x	x
Cc1ccc(Nc2nnc(SCc3ccccc3)s2)cc1
→ -23%	-9%	u	-1%	25*	78*
COc1ccc(Cn2c3ccc(OC)cc3c3nc4ccccc4nc32)cc1
→ 1%	6%	-2%	-1%	-1	-15

High-throughput results (PubChem)
